Source: PubChem (several laboratories)
GAA850 FXN act = activators of GAA850 frataxin (FXN) promoter. HEK293 lucGAA850 FXN promoter luciferase reporter, 24 h; percent of 10 µM SAHA response. activation, % at 6 µM. actives 0.56% (n = 360,000);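 active = activation above the average of all compounds screened plus 3 SD, cutoff fixed separately per campaign, cut at about 7.5% in these data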;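 also: 0% = DMSO wells and 100% = 10 µM SAHA wells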
ADAM17 inh = inhibitors of human ADAM17 | P78536 | recombinant ADAM17, EDANS/DABCYL FRET peptide cleavage | inhibition, % at 6.95 µM | actives 0.83% (n = 370,000);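 active = inhibition above the mean of compounds lying between control limits plus 3 SD, set per campaign, cut at about 8.5% in these data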;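 also: 0% = DMSO-only wells as the low control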
Target sequence (P78536 215-824 limits assumed): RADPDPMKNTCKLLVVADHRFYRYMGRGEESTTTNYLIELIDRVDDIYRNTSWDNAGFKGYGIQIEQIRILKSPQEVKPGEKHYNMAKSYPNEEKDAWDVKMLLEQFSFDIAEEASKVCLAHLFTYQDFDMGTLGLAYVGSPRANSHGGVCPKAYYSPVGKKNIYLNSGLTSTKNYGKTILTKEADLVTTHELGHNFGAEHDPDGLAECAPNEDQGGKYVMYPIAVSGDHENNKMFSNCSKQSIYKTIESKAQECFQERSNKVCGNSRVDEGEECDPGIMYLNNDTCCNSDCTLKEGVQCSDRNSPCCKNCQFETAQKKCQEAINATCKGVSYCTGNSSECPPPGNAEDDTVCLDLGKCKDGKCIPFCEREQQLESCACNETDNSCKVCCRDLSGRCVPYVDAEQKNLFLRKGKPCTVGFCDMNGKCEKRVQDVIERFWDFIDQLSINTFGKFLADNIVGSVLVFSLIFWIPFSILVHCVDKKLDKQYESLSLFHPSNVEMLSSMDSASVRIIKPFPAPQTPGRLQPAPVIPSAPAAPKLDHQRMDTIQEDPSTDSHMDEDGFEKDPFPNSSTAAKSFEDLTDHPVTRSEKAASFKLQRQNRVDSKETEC
SMARCA2 act = activators of SMARCA2 function. activation, % at 9.1 µM. MG213 cells, MMTV-luciferase reporter, dexamethasone, overnight. actives 1% (n = 370,000); in the data active = activation above about 7.8%;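 also: 0% = vehicle wells and 100% = reference activator wells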
ADAM10 inh = inhibits human ADAM10; O14672; actives 0.62% (n = 370,000); inhibition, % at 7 µM; recombinant ADAM10, EDANS/DABCYL FRET peptide cleavage, 3 h; AID 720582;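 active = inhibition above a per-campaign cutoff equal to the mean of compounds falling between control-based bounds plus 3 SD, cut at about 20% in these data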;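 also: 0% = DMSO wells while the 100% control is not disclosed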
ssDAF12 agonist = activates DAF-12 receptor from parasite S. stercoralis; actives 1% (n = 370,000); activation, % at 6.8 µM; HEK293 ssDAF-12/GRIP1 lit1-tk-luc reporter, luminescence; % of 3 µM dafachronic acid response; AID 652126;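 active = activation above the mean over all tested compounds plus 3 SD, cut at about 0.9% in these data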;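 also: 0% = DMSO-only wells and 100% = 3 µM delta7-dafachronic acid wells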
hcDAF12 agonist = activators of H. contortus DAF-12 nuclear receptor. activation, % at 6.8 µM. actives 1.4% (n = 370,000). HEK293 hcDAF-12 lit1-tk-luc reporter, luminescence; 0% DMSO, 100% Δ7-dafachronic acid;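 active = activation above the mean of all tested compounds plus 3 SD, cut at about 5.5% in these data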;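 also: 100% = response to 3 µM Δ7-dafachronic acid high control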
DAX1 inh-1 = NR0B1 (DAX1) inhibition | P51843 | HEK293 Gal4-DAX1 luciferase reporter, luminescence | inhibition, % at 6.75 µM | actives 0.99% (n = 340,000) | AID 504766;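 active = inhibition above the mean over all tested compounds plus 3 SD, cut at about 4.2% in these data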;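 also: 0% = DAX1-transfected cells with DMSO and 100% = empty-vector control cells with DMSO; inhibition shows as a rise in luminescence from relieved DAX1 repression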
Target sequence (P51843 207-470 limits assumed): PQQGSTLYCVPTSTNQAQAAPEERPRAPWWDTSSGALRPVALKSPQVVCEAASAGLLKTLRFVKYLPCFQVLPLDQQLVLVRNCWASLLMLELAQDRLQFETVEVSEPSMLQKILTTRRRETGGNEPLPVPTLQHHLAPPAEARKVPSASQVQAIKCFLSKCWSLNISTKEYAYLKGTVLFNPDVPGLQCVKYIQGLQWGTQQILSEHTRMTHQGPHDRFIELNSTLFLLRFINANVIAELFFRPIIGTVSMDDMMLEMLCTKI
hgDAF-12 ag = agonists of H. glycines DAF-12 nuclear receptor. HEK293 GAL4-hgDAF12 UAS-luciferase reporter, agonist luminescence; normalized to butyrate control. activation, % at 6.8 µM. actives 1.8% (n = 370,000);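 active = activation above a cutoff set at the mean of all screened compounds plus 3 SD, cut at about 10% in these data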;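 also: 0% = DMSO wells and 100% = sodium butyrate wells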
NPR1 activator = GC-A (human) enzyme activation. actives 0.14% (n = 370,000). HEK293 GC-A cells, cGMP TR-FRET, EC30 ANP; 0% at EC30 ANP, 100% saturating ANP. activation, % at 10 µM; in the data active = activation above about 40%
PG9 binder = small molecules binding HIV-1 gp120 antibody PG9; TR-FRET gp120-PG9 antibody binding; inhibition, % at 6.7 µM; actives 0.43% (n = 360,000); in the data active = inhibition above about 8.5%
DAX1 inh-2 = inhibitors of DAX1 repression of SF-1 activated StAR promoter; actives 1.1% (n = 370,000); AID 652010; HEK293T StAR-luciferase reporter, SF-1/DAX-1 repression relief; inhibition, % at 6.8 µM;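 active = inhibition above the mean over all tested compounds plus 3 SD, cut at about 3.6% in these data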;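 also: 0% = DAX-1 cells with DMSO and 100% = cells lacking DAX-1 with DMSO; higher inhibition means more luminescence from relief of DAX-1 repression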
An asterisk follows results filed as active; . = not tested or not shown.

smiles,GAA850 FXN act,ADAM17 inh,SMARCA2 act,ADAM10 inh,ssDAF12 agonist,hcDAF12 agonist,DAX1 inh-1,hgDAF-12 ag,NPR1 activator,PG9 binder,DAX1 inh-2
CC(C)C1Cc2c(sc3[nH]c(=S)n(Cc4ccccc4)c(=O)c23)CO1 (stereo not drawn),-1.0,-5.3,-1.5,-5.2,-1.0,-2.6,0.8,-1.8,-1.3,1.1,-0.1
CCOc1cccc(C(=O)NC2CCCCC2)c1,5.7,-1.3,-0.8,-5.5,-0.3,1.1,1.3,5.4,5.0,0.9,2.2
O=C(Oc1ccccc1)c1ccc2c(c1)C(=O)N(Cc1ccncc1)C2=O,0.5,0.1,-1.3,8.9,-1.3,-0.9,0.2,0.2,0.9,-2.0,0.1
CCCCN(CC)CCNC(=O)c1cc2cc3ccc(Cl)cc3nc2o1,1.1,-61.0,3.2,-181.1,-1.6,1.9,1.1,0.9,4.0,-1.1,0.3
Cc1ccc(OCC(=O)Nc2ccc(C)c(S(=O)(=O)N3CCCCC3)c2)c([N+](=O)[O-])n1,1.7,0.8,-1.4,-5.2,-2.1,-3.8,-2.2,-4.0,0.9,-1.4,-0.9
NS(=O)(=O)c1ccc(CCNC(=O)CCC(=O)c2cccs2)cc1,2.0,-2.7,-1.0,-15.5,-0.7,0.3,-0.6,-1.6,-3.5,-0.3,-0.3
COC(=O)c1cc(-c2ccccc2OC)c(=O)n2c1CCC2,.,-2.6,-1.0,-6.5,-1.6,1.4,.,2.7,1.6,.,-1.3
CCOC(=O)Cn1c(O)c(N=NC(=O)OC)c2ccccc21,2.0,-3.0,-3.4,-0.4,-1.4,-1.0,2.1,1.9,-0.8,0.5,-0.1
CCCNS(=O)(=O)c1cccc(C(=O)NNC(=O)c2cc(C)oc2C)c1,-0.9,0.5,-0.3,-11.9,-0.8,0.8,-0.3,-0.9,-0.1,0.9,0.7
CN1CCN(CCC(=O)N/N=C/C=C2\N(C)c3ccccc3C2(C)C)CC1,-0.3,-6.1,0.5,-27.8,-0.8,-1.1,1.6,0.7,-5.8,-7.1,0.9
Cc1ccsc1C(=O)N(C)CC(=O)N(CC(C)C)c1c(N)n(CC(C)C)c(=O)[nH]c1=O,-3.0,-3.7,-0.7,-5.5,-0.9,-0.4,-0.7,7.7,-2.5,0.1,-0.6
Cc1ccc(S(=O)(=O)N2CCOCC2)cc1C(=O)NCc1cccnc1,1.0,0.6,10.2*,6.0,-1.2,-2.9,-0.4,-1.2,1.1,-1.4,-0.4
CN(C)C=Nc1nonc1-c1ccccc1,0.9,5.2,-3.0,2.2,-1.1,0.9,0.3,0.0,2.3,-2.6,-0.3
COc1ccc(C(=O)C2CCCN(C(=O)CCNC(C)=O)C2)cc1OC (stereo not drawn),2.8,-2.7,-1.6,3.4,-0.5,1.1,0.3,-2.9,6.2,1.2,-0.3
NCCC(=O)N1c2ccccc2Sc2ccccc21,0.2,0.5,-1.3,7.2,-1.7,-1.8,-1.2,0.7,-29.9,-0.5,0.2
Cc1ccsc1S(=O)(=O)N1CCC(CO)(CC2CCCCO2)CC1 (stereo not drawn),2.4,-0.7,-0.8,1.3,-1.0,-0.3,0.6,-0.4,-1.1,-0.2,-0.2
CCCCC1=CC2=CC(=O)C(C)(OC(=O)CC)C(=O)C2=CN1CCc1ccc(Br)cc1 (stereo not drawn),1.0,-21.6,-0.9,-77.2,-1.4,-2.0,0.7,-0.2,-0.5,-0.9,-0.4
CCOC(=O)c1cc(NC(=O)CN2CCCC2)cc(C(=O)OCC)c1,0.6,-1.5,2.1,4.0,-1.0,-2.1,1.7,2.4,-0.5,0.7,0.4
CCCCn1nnnc1C1(C)CCC(=O)N1Cc1ccc(OC)c(OC)c1 (stereo not drawn),.,-3.9,-1.2,-3.9,-0.2,0.1,.,0.1,2.2,-1.1,1.9
COc1ccc(S(=O)(=O)N2CCC3(CC2)CC(=O)c2ccccc2O3)cc1OC,0.1,-6.2,-1.1,-16.9,-0.8,-0.4,0.2,-0.4,-12.7,2.6,1.9
Cc1nc2ccc(C(=O)N3c4ccccc4N=C(c4ccc5c(c4)OCO5)C3C(=O)NCc3ccccc3)cc2[nH]1 (stereo not drawn),.,-7.0,-2.9,-29.8,-1.2,0.2,.,-0.1,0.7,-2.5,-1.8
CC(C)NC(=O)c1cnn2c1NC(c1cccs1)CC2C(F)(F)F (stereo not drawn),-0.3,-6.6,2.8,3.4,-0.4,-1.6,-1.5,3.1,-1.2,2.8,-0.6
CCOC(=O)Cc1csc(SCC(=O)NC2CCS(=O)(=O)C2)n1 (stereo not drawn),1.0,-6.9,-2.0,-10.4,-0.5,1.1,0.1,1.1,-0.7,-0.8,-1.3
CNC(=S)N/N=C/c1ccc(-c2cc([N+](=O)[O-])ccc2Cl)o1,2.4,-0.8,-1.9,-8.7,-0.4,-0.4,0.3,2.0,2.1,-2.8,-0.3
COc1ccccc1NC(=O)/C(C#N)=C/C=C/c1ccco1,-5.3,-2.4,4.2,3.5,-1.3,-1.9,-2.1,-0.5,-8.4,2.3,-2.5
O=C(CCc1nc(-c2ccc(Cl)cc2)no1)OCc1ccc(Br)cc1,2.5,2.1,-1.6,-0.9,-0.2,0.5,0.0,1.8,1.2,-1.5,-0.5
COc1ccc(C(=O)NCC(=O)OCC(=O)c2c[nH]c3ccccc23)cc1,0.4,-2.7,1.2,-12.7,-0.7,3.8,0.6,3.5,-2.8,1.6,1.6
c1nc(NCC2CCCO2)c2cc(-c3ccc4c(c3)OCO4)ccc2n1 (stereo not drawn),.,-30.4,.,-95.4,-1.4,1.1,.,1.6,8.8,.,.
Nc1nc(CSCCO)nc(Nc2ccccc2)n1,1.2,-2.8,0.5,1.5,-1.3,0.5,0.5,1.6,-1.1,-2.8,-0.2
COc1ccc(NC(=O)CCC(=O)Nc2nnc(C3CCCCC3)s2)cc1,0.3,4.1,-2.4,-1.9,-0.9,2.0,0.9,-0.2,3.5,-0.3,0.8
CC(C)[C@H](NC(=O)c1ccco1)C(=O)OCC(=O)N1CCc2ccccc21,2.3,-0.7,2.3,5.3,-1.2,-1.1,0.1,3.9,1.2,0.6,-0.1
CC(=O)NC(CC(=O)Nc1nc(C)cs1)c1ccccc1 (stereo not drawn),0.6,-3.8,-0.1,-5.2,-0.8,-1.3,0.9,3.8,3.0,0.0,0.2
CCNC(=O)COc1ccc(C=O)cc1OC,-2.9,0.3,-2.5,-1.2,-1.2,1.3,-0.2,2.5,2.1,-2.6,0.2
COCCNC(=O)c1ccc(N2CC3CC(C2)c2cccc(=O)n2C3)c(NC(=O)c2c(F)cccc2F)c1 (stereo not drawn),1.1,-0.8,-2.2,2.3,-0.7,3.3,-0.2,1.5,-1.5,-0.1,0.2
O=C(OCC(=O)c1ccc[nH]1)c1ccc(Cl)nc1,-0.6,3.9,-2.6,5.2,-0.8,1.1,-0.9,-0.1,-0.9,-1.3,3.0
COc1ccc(C)c2sc(NC(=O)C3=COCCO3)nc12,0.7,-7.4,0.6,-7.7,-0.3,-0.3,-0.8,6.1,-7.6,0.8,0.7
COc1ccc(N2CCN(C(=O)COC(=O)CCc3ccccc3)CC2)cc1,1.2,-2.6,-3.3,-3.1,-0.6,-1.3,0.9,-0.6,0.8,1.7,-1.8
COc1cc(/C=C/C(=O)O)cc(S(=O)(=O)Nc2ccccc2Oc2ccccc2)c1OC,2.5,-0.4,0.6,4.9,-1.4,-1.7,-1.4,2.3,2.7,-2.6,-0.3
CSc1ccccc1OCc1cc(C(=O)N2CCc3[nH]cnc3C2c2ccccn2)no1 (stereo not drawn),1.9,10.9*,-2.5,25.3*,-1.0,-1.6,-1.0,-2.2,-1.5,-2.6,-0.4
Cc1ccc(-c2nc3cccnc3s2)cc1NS(=O)(=O)c1ccc2c(c1)OCCO2,1.9,-23.1,0.7,-92.3,-0.4,4.3,0.5,3.1,4.5,1.5,-0.7
COc1ccc(/C=C2\CCC(C3CCCC3)C2=O)c(OC)c1OC (stereo not drawn),1.6,-6.7,-2.8,1.6,-0.5,-0.7,1.9,2.0,-0.9,-1.0,0.3
COc1ccc(-c2[nH][nH]c(=O)c2NC(=O)c2ccc([N+](=O)[O-])cc2)cc1,.,-3.4,2.0,-14.4,-0.8,-0.4,.,1.9,0.4,-3.2,-0.7
CC1(c2nnc(-c3ccccc3)o2)CC(c2ccncc2)=NO1 (stereo not drawn),1.3,-3.0,1.1,3.4,-1.1,-0.6,0.4,0.3,-0.8,0.2,-0.5
CCOc1ccc(CSC(=N)N)cc1Cl,1.9,0.2,0.7,2.6,-0.6,0.5,1.7,4.3,-4.2,-1.1,-0.6
O=C(O)CN1C(c2ccccc2O)Nc2ccc(Br)cc2C1c1ccccc1 (stereo not drawn),1.9,-2.9,0.2,-8.7,-0.5,0.5,.,-0.5,-10.6,0.4,-0.2
COc1ccc(C(=O)Nc2cccc(-c3cc4ccccc4oc3=O)c2)cc1[N+](=O)[O-],0.1,1.6,-2.4,0.7,-0.1,0.4,-2.9,1.9,0.8,-0.4,0.6
COc1ccccc1C(=O)N/C(=C\c1ccc(Br)cc1)C(=O)N1CCCC1,2.6,-0.7,-1.4,1.9,-1.8,-2.3,.,-4.1,0.2,-0.9,-0.3
CO/N=C\C(=N\Nc1ccc(OC)cc1)C(=O)c1ccccc1,0.3,1.8,2.6,3.2,0.0,-0.1,0.6,3.6,-1.4,-1.1,-1.3
CSc1nnc(-c2sccc2OCc2ccccc2)n1C,0.8,0.7,0.9,-10.8,-1.1,-1.2,-0.1,3.7,0.2,-0.8,-0.6
CCOCCCNC(=O)C1CCCN(S(=O)(=O)CC)C1 (stereo not drawn),0.8,-1.9,1.4,-0.3,-1.1,-1.3,0.8,-2.4,2.0,1.2,0.1
CC[C@]12c3[nH]c4cc(-c5ccco5)ccc4c3CCN1C(=O)[C@@H](CC(=O)NCC13CC4CC(CC(C4)C1)C3)C[C@@H]2C(=O)N1CCN(C(=O)c2ccco2)CC1,-1.0,-82.4,-4.1,-300.1,-1.6,-2.6,-0.1,-3.3,-3.8,1.6,-2.7

Reprinted at random: 3 entries already listed, in no set order.
smiles,GAA850 FXN act,ADAM17 inh,SMARCA2 act,ADAM10 inh,ssDAF12 agonist,hcDAF12 agonist,DAX1 inh-1,hgDAF-12 ag,NPR1 activator,PG9 binder,DAX1 inh-2
COc1ccc(NC(=O)CCC(=O)Nc2nnc(C3CCCCC3)s2)cc1,0.3,4.1,-2.4,-1.9,-0.9,2.0,0.9,-0.2,3.5,-0.3,0.8
CC1(c2nnc(-c3ccccc3)o2)CC(c2ccncc2)=NO1 (stereo not drawn),1.3,-3.0,1.1,3.4,-1.1,-0.6,0.4,0.3,-0.8,0.2,-0.5
O=C(CCc1nc(-c2ccc(Cl)cc2)no1)OCc1ccc(Br)cc1,2.5,2.1,-1.6,-0.9,-0.2,0.5,0.0,1.8,1.2,-1.5,-0.5
